ELG1 genotox = inducers of genotoxicity in HEK293T ELG1-luciferase cells; HEK293T ELG1-luciferase reporter, luminescence, 16 h; Potency, µM (series often up to 46 µM), for the others: top-dose activity change, positive = activation, most hits filed as activators; hit rate 1.3% among 330,000; AID 504466; note: % of control where 0% means no effect; nearly all actives have a fitted effect of over 60% in size
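After overnight (16 hr) compound treatment at 37 °C, ELG1-luciferase HEK293T cells were lysed with ONE-Glo; luminescence quantified 30 min later at room temperature.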
BRCA1 expr up = increases BRCA1 expression | hit rate 1.1% among 380,000 | AID 624202 | MCF7-BRCA1-FFLuc reporter, luminescence, 48 h; response scale: scaled: vehicle 0%, 10 µM genistein 100% | Potency, µM (doses to about 46.1 µM), for the others: top-dose activation, hits mostly activators; note: nearly all actives have a fitted effect of over 80% in size; some results filed as inactive show a strong effect at the top dose
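Luminescence from a BRCA1-driven firefly luciferase in MCF7 cells was the read-out, taken 15 min after substrate addition following 48 h compound exposure at 37 °C. Data were normalized to a 10 microM genistein control and DMSO vehicle.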
NPC1 promoter act = activators of NPC1 promoter. Huh7 NPC1 promoter luciferase reporter, 24 h. Potency, µM (series often up to 9.22 µM), for inactives: top-dose activation, actives largely listed as activators. hit rate 2.4% among 320,000. AID 485313;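 note: % of control where 0% means no effect; nearly all actives have a fitted effect of over 60% in size; reporter is driven by a mutant NPC1 promoter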
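Cells: Huh7 expressing luciferase under the NPC1 promoter, 1500/well. Seeded 2 h, compound added, incubated 24 h at 37 °C. Luciferase reagent, 10 min ambient, then luminescence.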
MBNL1-CUG inh = MBNL1-poly(CUG) RNA binding inhibition. Q9NR56. AID 2675. TR-FRET MBNL1-His/biotin-(CUG)12 binding, 665/545 ratio. hit rate 0.036% among 280,000. Potency, µM (doses to about 57.5 µM), inactives show top-dose activity change, negative = inhibition, hits mostly inhibitors; active = well fitted inhibition curve with a large enough effect in the signal ratio, with a control signal flat, not every such curve was filed as active; inconclusive = small, poorly fitted or top-dose-only effect, or effect the other way, or a change in a side signal; inactive = no such curve, though single readings can be large or run the other way; the % refers to the signal ratio; note: % is set by controls: 0 for no effect and ±100 for the full control effect
Target sequence (Q9NR56 whole entry, looked up): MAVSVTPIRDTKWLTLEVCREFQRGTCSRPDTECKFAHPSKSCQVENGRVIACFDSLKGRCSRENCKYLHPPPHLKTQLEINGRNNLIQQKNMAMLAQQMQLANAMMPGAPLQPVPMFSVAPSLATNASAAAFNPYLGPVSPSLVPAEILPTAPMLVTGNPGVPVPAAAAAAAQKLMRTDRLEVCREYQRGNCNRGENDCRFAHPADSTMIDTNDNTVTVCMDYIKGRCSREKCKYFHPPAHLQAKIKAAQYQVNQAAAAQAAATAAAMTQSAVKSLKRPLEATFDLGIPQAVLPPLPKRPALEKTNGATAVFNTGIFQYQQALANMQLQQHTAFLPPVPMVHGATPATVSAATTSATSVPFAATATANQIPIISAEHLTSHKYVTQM
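TR-FRET readout: Ex 340 nm, 665/545 nm emission ratio, normalized to buffer-only (basal) and MBNL1-(CUG)12 controls. Complex of MBNL1-His with Biotin-(CUG)12, compounds 92 nM–58 uM, incubated 60 min at room temperature.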
uPA generation = blocks generation of uPA at the cell surface | hit rate 0.31% among 330,000 | Potency, µM (doses to about 38.3 µM), for inactives: at the top dose activity change, negative = inhibition, actives largely listed as inhibitors | cell surface uPA generation assay, qHTS; active = well fitted inhibition curve with a large enough effect; inconclusive = small, poorly fitted or top-dose-only effect; inactive = no such curve, though single readings can be large or run the other way; tested in mouse RAW 264.7 cells; note: % is set by controls: 0 for no effect and ±100 for the full control effect; nearly all actives have a fitted effect of over 55% in size
FLuc modulator = inhibits or activates purified firefly luciferase, miR-21 counter-screen | purified FLuc, Km substrates, luminescence inhibition | Potency, µM (series often up to 57.5 µM), for inactives: at the top dose activity change, negative = inhibition, usual class: inhibitors | hit rate 6.9% among 360,000 | AID 588342;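 note: plate controls were vehicle for no effect and reference inhibitor for full effect; nearly all actives have a fitted effect of over 55% in size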
Target sequence (P08659 whole entry, looked up): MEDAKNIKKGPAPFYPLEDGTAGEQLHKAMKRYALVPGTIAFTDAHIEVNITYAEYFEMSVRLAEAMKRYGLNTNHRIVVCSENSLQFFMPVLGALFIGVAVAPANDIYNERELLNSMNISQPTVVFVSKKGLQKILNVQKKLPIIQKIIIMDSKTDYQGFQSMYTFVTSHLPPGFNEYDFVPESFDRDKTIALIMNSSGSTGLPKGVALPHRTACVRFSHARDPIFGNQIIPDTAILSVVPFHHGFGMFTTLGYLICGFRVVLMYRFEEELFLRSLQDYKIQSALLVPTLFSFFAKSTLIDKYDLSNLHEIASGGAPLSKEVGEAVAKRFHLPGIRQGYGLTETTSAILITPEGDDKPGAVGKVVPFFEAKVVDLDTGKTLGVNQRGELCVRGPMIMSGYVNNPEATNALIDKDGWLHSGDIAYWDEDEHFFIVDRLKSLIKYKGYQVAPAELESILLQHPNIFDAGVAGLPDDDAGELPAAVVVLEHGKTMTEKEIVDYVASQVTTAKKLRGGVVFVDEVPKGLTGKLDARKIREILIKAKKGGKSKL
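Purified P. pyralis luciferase (10nM final) with 10uM D-luciferin and 10uM ATP (Km levels) in 50mM Tris acetate pH 7.5, 10mM Mg acetate, 0.01% Tween-20, 0.05% BSA; qHTS 6-point titration, ~60 µM downward; luminescence read.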
RORgamma inh = ROR gamma (mouse) transcription inhibition | P51450 | Drosophila S2 Gal4-RORgamma UAS-luciferase reporter, 20 h | Potency, µM (top dose mostly 53.6 µM), for inactives: at the top dose activity change, negative = inhibition, most hits filed as inhibitors | hit rate 5.4% among 310,000 | AID 2551; note: % is set by controls: 0 for no effect and ±100 for the full control effect; nearly all actives have a fitted effect of over 60% in size
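In this cell-based reporter format, copper sulfate (700 uM final) drives Gal4–ROR gamma fusion expression from a metallothionein promoter in Drosophila Schneider cells; compounds preincubated 1 hr, reporter read after 20 hr at ambient temperature.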
Rab9 prom act = Rab9 promoter activation | AID 485297 | hit rate 2.8% among 320,000 | Potency, µM (top dose mostly 9.22 µM), for the others: at the highest dose activation, negative = inhibition, hits mostly activators | Huh7 Rab9 promoter-luciferase reporter, luminescence, 24 h; note: % of control where 0% means no effect; nearly all actives have a fitted effect of over 60% in size
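Quantitative HTS format; Huh7 Rab9-luciferase reporter cells (1500/well) receive compound 2 h post-plating, incubate 24 h at 37 °C, then get luciferase reagent for 10 min before luminescence reading.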
VP16 counter = Gal4-VP16 reporter inhibition counter-screen | Drosophila S2 Gal4-VP16 UAS-luciferase, luminescence, 20 h | Potency, µM (highest dose often 53.6 µM), for the others: at the highest dose activity, negative = inhibition, hits mostly inhibitors | hit rate 3.5% among 310,000;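 note: Gal4-VP16 expression switched on by copper sulfate through the metallothionein promoter; % is set by controls: 0 for no effect and ±100 for the full control effect; nearly all actives have a fitted effect of over 50% in size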
p53 reactivation = restores transcriptional activity of mutant p53. Potency, µM (highest dose often 92.2 µM), inactives show at the top dose activity change, positive = activation, most hits filed as activators. hit rate 0.063% among 320,000. H1299 p53-A138V BP100-luciferase reporter, luminescence, 24 h; note: % of control where 0% means no effect; nearly all actives have a fitted effect of over 45% in size
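p53-null H1299 cells stably carrying temperature-sensitive p53-A138V and a BP100-luciferase reporter were pinned with compounds (4-point, 1:5 series) and held 24 hrs at 37 deg C. Luminescence was read 10 min after detection reagent.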
* marks the source's active call; other numbers are inactive results; ? = inconclusive; / = no result given; [ ] = remark or other dose. Unless noted, calls come from the whole dose curve; as a rule, active = well fitted curve in the direction sought with a large enough effect; inconclusive = small, poorly fitted or top-dose-only effect, or another doubt; inactive = no such curve, though single readings can be large; an effect the other way counts as inactive or inconclusive. Potency is the fitted concentration of half-maximal effect.

SMILES	ELG1 genotox	BRCA1 expr up	NPC1 promoter act	MBNL1-CUG inh	uPA generation	FLuc modulator	RORgamma inh	Rab9 prom act	VP16 counter	p53 reactivation
N#C/C(=C\c1c(N2CCOCC2)nc2ccccn2c1=O)S(=O)(=O)c1ccccc1	3%	-26%	2%	?	-5%	0%	-1%	3%	-4%	-11%
COc1cc2c(cc1NC(=O)COC(=O)/C=C/c1ccccc1)oc1ccccc12	4%	-45%	12%	-8%	-6%	6%	-1%	17%	?	?
O=C(Nc1cc(C(F)(F)F)ccc1N1CCOCC1)C1=NN(c2ccccc2)C(=O)CC1	-2%	-14%	1%	2%	-3%	1%	38%	-4%	-7%	8%
O=S(=O)(c1ccc(Cl)c(Cl)c1)c1snnc1-c1ccccc1	-32%[inhibitor]	-91%	0%	-1%	-10%	1%	20µM*	-17%	?	-15%
CCOc1cc(/C=N/NC(=O)c2cccnc2)ccc1OCC(=O)N(C)C	0%	-1%	-8%	16%	9%	2%	25%	-3%	-3%	4%
Nc1ncnc2c1ncn2[C@@H]1O[C@H](CNCC(O)CO)[C@@H](O)[C@H]1O (stereo not given in full)	6%	-34%	/	/	9%	/	/	/	/	-1%
CCOC(=O)C(=Cc1cn(C)c2ccc(S(=O)(=O)N(C)C)cc12)C(=O)OCC	1%	-67%	1%	-6%	-2%	0%	31%	-14%	?	2%
O=C(NCc1cccs1)C1CCCN1C(=O)Nc1cccc(F)c1 (stereo not given)	-4%	-25%	1%	-8%	0%	-1%	24%	8%	-3%	0%
COc1ccccc1CN1C(=O)[C@@H]2C(CC(N)=O)NC3(C(=O)Nc4c3ccc(Cl)c4C)[C@@H]2C1=O (stereo not given in full)	0%	-1%	0%	17%	/	0%	27%	3%	7%	-4%
CC(=O)Nc1ccc(NC(=O)CSc2ncc(C(=O)Nc3ccc(F)cc3)c(=O)n2C)cc1	13%	-12%	0%	/	-16%	?	/	25%	/	22%
COc1ccc(F)cc1S(=O)(=O)N1CCC(C(N)=O)CC1	4%	-1%	-1%	4%	2%	2%	18%	-3%	2%	-3%
O=C(O)Cc1ccc(NC(=O)c2cccs2)cc1	3%	-17%	-2%	5%	-2%	12µM*	-37%	-2%[1.84 µM]	?	-13%
Cc1nc2sc3c(c2c(=O)[nH]1)CCCCC3	14%	12%	11%	8%	-2%	?	16%	12%	-7%	4%
O=C(CSc1nc2ccccc2s1)Nc1cc(S(=O)(=O)N2CCOCC2)ccc1O	2%	-28%	0%	?	11%	-26%	27%	0%	-10%	?
Fc1ccc2[nH]c3c(N4CCN(c5ccccc5)CC4)ncnc3c2c1	-40%[inhibitor]	-91%	-10%	-3%	-9%	3%	4%[0.365 µM]	-25%	/	-25%
Nc1cc(=O)[nH]c(SCC(=O)NNC(=O)Cc2ccccc2)n1	7%	16%	0%	-2%	0%	-3%	-11%	0%	-17%	1%
Cc1ccc(OCC(=O)Nc2cccc3nsnc23)c(C)c1	6%	-38%	8%	0%	3%	?	20%	-7%	21%	14%
Cc1cccc(NC(=O)c2ccc(S(=O)(=O)C(F)F)cc2)c1C	4%	46%	9%	/	2%	-12%	?	9%	-77%	23%
Cc1ccccc1Nc1nc(N)nc(CSc2n[nH]c(N)n2)n1	2%	3%	7%	/	-2%	-4%	-9%	16%	-3%	-3%
C=CCn1c(-c2ccc3[nH]c(C)c(C)c3c2)n[nH]c1=S	2%	-10%	1%	2%	1%	-6%	5.6µM*	6%	13µM*	-4%
Cc1nnc(NC(=O)C2CCN(c3cnccn3)CC2)s1	3%	11%	-1%	1%	2%	0%	-3%	11%	-10%	-10%
CNC(=O)c1cc2ccc(OC)cc2oc1=O	?	24%	-3%	?	-2%	?	4%	-6%[1.84 µM]	27%	-16%
CN(C)CC1CCCCC1OC(=O)c1ccc(Br)cc1 (stereo not given)	1%	19%	-1%	0%	19%	-3%	-14%	-1%	-3%	-5%
COc1cc(/C=C2\NC(=O)NC2=O)cc(Br)c1OC	0%	-11%	-1%	?	2%	0%	11%	-2%	-1%	-4%
N#Cc1c2c(c(-n3cnc4ccccc43)n3c1nc1ccccc13)CCC2	-4%	18%	0%	73%[activator]	7%	-3%	-9%	-4%	-3%	-5%
CC1CCN(C(=O)CN2C(=O)NC3(CCC(C)CC3)C2=O)CC1 (stereo not given)	1%	-4%	-1%	/	3%	0%	/	-2%	/	4%
Cc1ccc(-n2ncc(-c3nn[nH]n3)c2N)cc1	2%	7%	1%	-14%	1%	?	-5%	-2%	-2%	7%
CC(C)C[C@H](NC(=O)c1nc[nH]c1C(=O)NC(c1ccccc1)c1ccccc1)C(=O)OCc1ccccc1	-8%	-55%	0%	7%	-9%	7%	2.5µM*	-1%	4.5µM*	-1%
CC(NC(=O)C1(S(=O)(=O)c2ccc(Cl)cc2)CC1)c1ccccc1 (stereo not given)	-2%	-15%	1%	/	1%	8%	1%	2%	0%	-3%
Cc1ccc(NC(=O)COC(=O)Cn2c(C)csc2=O)cc1	-2%	3%	-3%	-14%	1%	-15%	10%	1%	3%	0%
O=C1C=CC(=O)N1c1ccc(I)cc1Cl	-1%	/	-7%	-5%	/	3%	-15%	1%	5%	-6%
O=C(NC1CCCCC1)C1(S(=O)(=O)c2ccc(Cl)cc2)CC1	1%	12%	0%	-7%	-3%	2%	-8%	2%	0%	-4%
CC(OC(=O)CCc1nc2ccccc2[nH]c1=O)C(=O)c1ccccc1 (stereo not given)	1%	-40%	0%	4%	-3%	0%	-16%	-1%	2%	-5%
CCOC(=O)c1cnn(-c2nc(-c3cccc(F)c3)cs2)c1C(F)(F)F	0%	7%	-2%	-9%	-4%	?	2%	-4%	-7%	0%
COc1cc(C(=O)OC2CCN(C)CC2)cc(OC)c1OC	0%	-19%	-3%	1%	0%	2%	-18%	1%	0%	-6%
Cc1onc(-c2ccccc2Cl)c1C(=O)N1CCN=C1SCc1cccnc1	-6%	-19%	-6%	-3%	-1%	-1%	20%	3%	10%	0%
O=C(O)CCCN1C(=O)/C(=C\c2ccco2)SC1=S	-4%	-61%	-5%	?	-8%	?	4µM*	-22%	1.3µM*	-8%
COc1cc(OC)cc(C(=O)N2CCCC(c3nc(-c4ccc(C)o4)no3)C2)c1 (stereo not given)	-4%	1%	-1%	-3%	0%	-1%	11%	-2%	-16%	-2%
O=C1[C@H]2[C@@H](c3ccc(F)cc3)N3C(=O)N(c4ccccc4)C(=O)[C@@]3(Cc3ccccc3)[C@H]2C(=O)N1C1CCCCC1	2%	-11%	-2%	/	9%	3%	/	2%	/	5%
CC(CC(=O)N(C)CC(=O)Nc1ccc(N2CCOCC2)cc1)c1ccccc1 (stereo not given)	-6%	-12%	2%	/	8%	2%	/	3%	/	-1%
O=c1[nH]c(CSc2ncc(C(F)(F)F)cc2Cl)nc2cc(C(F)(F)F)ccc12	-2%	-19%	1%	-5%	2%	0%	17%	-4%	-4%	-2%
COc1ccccc1NC(=S)N1C2CCC1CC(NC(=O)NC13CC4CC(CC(C4)C1)C3)C2 (stereo not given)	-1%	-9%	7%	1%	0%	-1%	-27%	-10%	0%	-2%
COc1ccc(-c2nnc(SCc3nc4ccccc4s3)n2C(C)C)cc1	?	37%	25%	0%	-6%	?	?	?	21%	?
O=C1COc2ccc(S(=O)(=O)NCc3ccc(Cl)cc3)cc2N1	3%	-8%	1%	-1%	7%	0%	-8%	-1%	3%	3%
OCCC1CN(Cc2ccc3c(c2)CCO3)CCN1Cc1ccc(F)cc1 (stereo not given)	-1%	13%	-1%	7%	-1%	-2%	-5%	-3%	-19%	3%
COc1ccc(S(=O)(=O)N2CCN(Cc3cccc(OC)c3)CC2)cc1	-4%	-15%	2%	-1%	8%	-1%	-19%	-2%	-2%	/
CN(CC(=O)Nc1ccc(F)c(F)c1F)C(=O)C1CCN(C(=O)Nc2ccccc2)CC1	-2%	-12%	-1%	/	-3%	5%	/	3%	/	-2%
CCCc1nc2c(C)ccc(C)c2c(N)c1CC	-1%	-32%	1%	0%	/	0%	3%	2%	-7%	-2%
Cc1ccc(S(=O)(=O)N2CCCCC2)cc1NC(=O)c1cc(=O)[nH]c2ccccc12	1%	-13%	-6%	/	-3%	5%	/	1%	/	-2%
CCNc1nc(SCC(N)=O)nc2sc3c(c12)CCN(C)C3	-1%	-18%	0%	14%	2%	-2%	5%	2%	2%	-2%
CCc1ccc(CNc2ccc3c(c2)ncn3C)cc1	?	?	2.2µM*	1%	/	9.5µM*	-39%	2.8µM*	?	?
Nc1c(-c2ccccc2)cnn1-c1ccc(C(=O)O)cc1	?	17%	?	6%	/	1.7µM*	10µM*	0.32µM*	?	-4%
CCOc1ccc(Oc2cc(N)cc([N+](=O)[O-])c2)cc1	5%	46%	7%	25%	15%	-3%	-10%	-7%	5%	8%
O=C(NC1CCCCC1)c1cccnc1Sc1ccccc1Cl	6%	-1%	-4%	0%	-5%	-1%	-3%	0%	-14%	0%
Cc1nnc(NC(=O)CSc2nnc(C(C)NC(=O)c3ccccc3F)n2C)s1 (stereo not given)	6%	-7%	-2%	-1%	2%	2%	-7%	-1%	-4%	2%

Compound activity from PubChem BioAssay.
